HCMV antiviral – human cytomegalovirus inhibition; HFF cells, HCMV-luciferase reporter, 72 h; hits give low values; actives 4.5% (n = 410,000); activity change, negative = inhibition, % at 57.5 µM; AID 1259415; in the data active = activity change below about -60%; inconclusive = no clear call, values can overlap the other calls; inactive = above about -39%
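Cell-based, HFFs, 1000 cells/well, 16 h 37C; cpds in DMSO + HCMV-luc, MOI 1 PFU/cell; 72 h 37C; OneGlo luminescence after 5 min RT; norm. to buffer vs Salinomycin 10uM.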
AMA1 RON2 block – AMA1-RON2 (P. falciparum) interaction inhibition | AlphaScreen AMA1-biotinylated RON2 peptide binding | Potency, µM (highest dose often 58.2 µM), inactives show at the top dose activity change, negative = inhibition, actives largely listed as inhibitors | actives 0.2% (n = 360,000); active = well fitted inhibition curve with a large enough effect; inconclusive = small, poorly fitted or top-dose-only effect; inactive = no such curve, though single readings can be large or run the other way;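 also: potency is read from the fitted curve at half-maximal effect; 0% = vehicle wells and -100% = peptide control; nearly all actives have a fitted effect of over 45% in size; some results filed as inactive show a strong effect at the top dose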
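AMA1 (3D7) with his tag at 25 nM final met compounds first, then biotinylated RON2 peptide at 25 nM; detection used donor plus acceptor beads, 10 µg/mL apiece, read by AlphaScreen after 30 min at room temperature.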
Starred values were filed as active, the others as inactive; ? = inconclusive; [ ] = remark or other dose. Unless noted, % is scaled to controls: 0 for no effect and ±100 for the full control effect. Not all compounds are listed; rates above refer to the full screens.

item | compound | HCMV antiviral | AMA1 RON2 block
1 | O=C1C(Sc2ccccc2)=C[C@@]2(O)CC[C@@H](O)[C@]1(Sc1ccccc1)[C@H]2O | -15 | 5%
2 | O=C(NCC1CCCCC1)c1ccc2sc([C@H]3C[C@H](O)[C@@H](CO)O3)nc2c1 | 3 | 0%
3 | CCc1nc2ccc(C(=O)N3CCN(C(C)=O)CC3)cn2c1N(CCC(C)C)CCN(C)C | -8 | 19%
4 | Cc1ccc(-c2csc(C(O)c3ccc(F)cc3)n2)cc1C (stereo unspecified) | -10 | 5%
5 | O=C1Nc2ccccc2N=C(c2ccc3c(c2)OCO3)C1N(CCc1ccccc1)C(=O)CSc1ncccn1 (stereo unspecified) | -17 | 7%
6 | CCNC(=O)C1CCCN(C(=O)c2ccccc2F)CC1 (stereo unspecified) | -36 | -2%
7 | CN1CCN(C(=O)c2cc3c(c(-c4cccc(Br)c4)n2)[C@H](CCO)N(S(=O)C(C)(C)C)C3)CC1 (stereo partly specified) | -1 | 25%
8 | CCOc1ccc(NC(=O)CSc2nc3cc(C(=O)NCC4CCCO4)ccc3c(=O)n2CC2CCCO2)cc1 (stereo unspecified) | 17 | -3%
9 | C[C@@H]1CN([C@H](C)CO)C(=O)CCCn2cc(nn2)CO[C@H]1CN(C)S(=O)(=O)c1ccccc1C#N | 3 | 20%
10 | CCn1nccc1NC(=O)c1csc([C@@H]2O[C@H](CO)[C@H](O)[C@H](O)[C@H]2O)n1 | 12 | 40%[activator]
11 | O=C(NCc1cccnc1)c1ccc(-c2ccc(F)c(F)c2)c2ccoc12 | -85* | 6%
12 | CCc1nc2c(OCCC3CCCCC3)cccn2c1N(C=O)Cc1ccccc1 | -35 | -26%
13 | O=C(C(=O)N1CCN(c2ccncc2)CC1)c1cccc(Br)c1 | -14 | 6%
14 | COc1ccc(S(=O)(=O)N(C)C[C@H]2Oc3ncc(Br)cc3C(=O)N([C@@H](C)CO)C[C@@H]2C)cc1 | 2 | -8%
15 | COc1ccc(C(=O)Nc2nc(CC(=O)NCc3c(F)cccc3F)cs2)cc1 | 56 | -6%
16 | COc1cccc(/C=C/C(=O)N2CCN(S(=O)(=O)c3ccccc3)CC2)c1 | -1 | 5%
17 | O=C(NC1CCCC1)N[C@@H]1CC[C@@H](CC(=O)N2CCOCC2)O[C@@H]1CO | -21 | 0%
18 | O=NN(Cc1cccnc1)Cc1cccnc1 | ? | 8%
19 | CCCCNC(=O)C1c2ccccc2OCC(=O)N1CCc1ccc(OC)c(OC)c1 (stereo unspecified) | 5 | 1%
20 | COC(=O)[C@]12CCCCC=C1N(Cc1ccco1)C(=O)[C@H](CC(=O)NCc1ccccc1)C2 | 14 | 3%
21 | CCOC(=O)C1(C#N)C(=O)CSC1=Nc1ccccc1Cl (stereo unspecified) | -15 | -13%
22 | CNC[C@H]1Oc2cc(Br)ccc2S(=O)(=O)N([C@@H](C)CO)C[C@@H]1C | 3 | 0%
23 | CSCc1ccc(C(=O)OCC(=O)NC2CCCC2)o1 | -13 | 2%
24 | COc1ccc([C@@H]2C[C@H]3[C@@H](CN2S(=O)(=O)c2ccccc2)C(=O)C[C@@H](c2ccccc2F)N3S(=O)(=O)c2ccc(C)cc2)cc1 | -26 | -2%
25 | COc1cccc(CNC(=O)CCNC(=O)N2CC(=O)Nc3ccccc32)c1 | -14 | -11%
26 | Nc1[nH]c(C(=O)c2ccccc2)c(-c2ccc(C(F)(F)F)cc2)c1C(=O)NCc1ccc(Cl)cc1Cl | -10 | 2%
27 | O=C(NCc1ccccc1)C(c1ccc(-c2ccccc2)cc1)n1c(=O)c(-c2ccco2)nc2ccccc21 (stereo unspecified) | 35 | 7%
28 | O=C(NCC1CCCCC1)c1csc([C@@H]2C[C@H](O)[C@@H](CO)O2)n1 | ? | 8%
29 | CC(C)C[C@H]1CN(CCCC[C@H]2CNC(=O)C(=O)N2CCc2ccccc2)C(=O)C(=O)N1Cc1ccccc1 | 14 | 7%
30 | CCc1nc2c(OCC3CCCCC3)cccn2c1N(C)C(=O)c1ccc(C)cc1 | 37 | -2%
31 | CC(=O)Nc1ccc(C(C)=NNC(=O)C2CCCC2)cc1 | 9 | 2%
32 | O=S1(=O)C=C[C@H](COCc2ccccc2)N1 | -10 | 0%
33 | COC(=O)[C@H]1C[C@H](OC(=O)NC2CC2)[C@@]2(O)CN(S(=O)(=O)c3ccc(C)cc3)CC2[C@H]1C(=O)OC (stereo partly specified) | -21 | -2%
34 | COCCNC(=O)c1cc2c(c(-c3cccc(C#Cc4ccc(OC)c(OC)c4)c3)n1)[C@H](CCO)N(S(=O)C(C)(C)C)C2 (stereo partly specified) | -6 | -5%
35 | O=C(CC[C@H]1O[C@@H](n2ccc(=O)[nH]c2=O)[C@H](O)[C@@H]1O)N[C@@H](Cc1ccccc1)C(=O)NCC1CCCCC1 | -30 | -2%
36 | CC(c1nc2ccccc2c(=O)[nH]1)N1CCN(S(=O)(=O)c2ccc(F)c(Cl)c2)CC1 (stereo unspecified) | 2 | 9%
37 | CCC(=O)N1Cc2cc(C(=O)Nc3nccs3)nc(-c3cccc(-c4ccccc4OC)c3)c2[C@@H]1CCO | -8 | 76%[activator]
38 | Cc1ccccc1S(=O)(=O)N(C)C[C@H]1OCc2cn(nn2)CCCC(=O)N([C@@H](C)CO)C[C@@H]1C | -15 | 8%
39 | CS(=O)(=O)Nc1cccc(NC(=O)c2ccc(-n3ccnc3)c3ccoc23)c1 | -63* | ?
40 | Nc1nc2ccc(Br)cc2s1 | -12 | 0%

Single records (already shown). Order of values: HCMV antiviral	AMA1 RON2 block
CSCc1ccc(C(=O)OCC(=O)NC2CCCC2)o1 is listed with -13	2%
Nc1nc2ccc(Br)cc2s1 is listed with -12	0%
CCc1nc2c(OCC3CCCCC3)cccn2c1N(C)C(=O)c1ccc(C)cc1 is listed with 37	-2%
COC(=O)[C@H]1C[C@H](OC(=O)NC2CC2)[C@@]2(O)CN(S(=O)(=O)c3ccc(C)cc3)CC2[C@H]1C(=O)OC (stereo partly specified) is listed with -21	-2%
CNC[C@H]1Oc2cc(Br)ccc2S(=O)(=O)N([C@@H](C)CO)C[C@@H]1C is listed with 3	0%

The list goes on.
item | compound | HCMV antiviral | AMA1 RON2 block
41 | CC12CCC(/C(=C/NNc3ccc([N+](=O)[O-])cc3[N+](=O)[O-])C1=O)C2(C)C (stereo unspecified) | ? | ?
42 | COc1ccc(C=CC(=O)c2ccc(OC)c(OC)c2)cc1O | 47 | -9%
43 | Cc1ccc(Cl)cc1N1C(=O)CC(Sc2ccccc2N)C1=O (stereo unspecified) | 21 | -11%
44 | COC(=O)c1ccc2nc(-c3ccccc3)c(Cc3ccc(C)cc3)n2c1 | 11 | 3%
45 | Cc1nc(N2CCN(S(=O)(=O)c3cccs3)CC2)c2c(-c3ccccc3)c(C)sc2n1 | ? | 120%[activator]
46 | Cc1ccc(-c2nc3ccc(C)cn3c2Cc2ccccc2C(F)(F)F)cc1 | 56 | 7%
47 | CCOC(=O)N1CCN(C(=O)C[C@@H]2C[C@@]3(C(=O)OCC)CCC=C3N(Cc3ccccc3)C2=O)CC1 | 9 | 1%
48 | Cn1cc(-c2csc(C(C)(O)c3cccc(F)c3)n2)cn1 (stereo unspecified) | -6 | 13%
49 | COc1ccc(Cn2cc(CN3CCOCC3)nn2)cc1 | -12 | 6%
50 | COC(=O)[C@H]1C[C@H](OC(=O)NCc2ccccc2)[C@@]2(O)CN(S(=O)(=O)c3ccc(C)cc3)CC2[C@H]1C(=O)OC (stereo partly specified) | -19 | 6%
51 | CC1CCN(C(=O)COC(=O)c2cccc(S(=O)(=O)N3CCOCC3)c2)CC1 | -26 | 23%
52 | O=C(Nc1ccccc1)c1cc(C2CCCN(C(=O)c3ccc4c(c3)CCO4)C2)on1 (stereo unspecified) | -23 | -5%
53 | COc1ccc(NC(=O)N(C)C[C@H]2OCCCC[C@H](C)Oc3ccc(NC(=O)Nc4ccc5c(c4)OCO5)cc3C(=O)N([C@@H](C)CO)C[C@@H]2C)cc1 | -18 | -22%
54 | CC1=C(C(=O)N(C)C)CC(CC(=O)NC2CCCC2)C(=O)N1CCC1=CCCCC1 (stereo unspecified) | 51 | 5%
55 | CCCCCCCCN1C(=O)[C@H](CC(=O)NCc2ccc(C)o2)C[C@@]2(C(=O)OC)CCCCC=C12 | -3 | 33%[activator]
56 | Cc1ccc(S(=O)(=O)NCCc2nnc3ccc(N4CCOCC4)nn23)cc1 | -19 | 0%
57 | CCOC(=O)N1CCN(C(=O)C[C@@H]2C[C@@]3(C(=O)OC)CCCCC=C3N(CCc3ccc(OC)c(OC)c3)C2=O)CC1 | 55 | -7%
58 | Cc1cccc(Cn2c(NC3CCCC3)nc3c2c(=O)[nH]c(=O)n3C)c1 | -7 | -6%
59 | CC(C)C[C@@H]1O[C@H](CCc2ccccc2)Cc2[nH]c(=S)[nH]c(=O)c21 | 8 | 111%[activator]
60 | O=C(COC(=O)c1cc(Br)ccc1O)NCCC1=CCCCC1 | 13 | 7%
61 | C[C@@H]1CN([C@@H](C)CO)C(=O)CCCn2nncc2CO[C@H]1CN(C)S(=O)(=O)c1ccc(-n2cccn2)cc1 | 6 | -2%
62 | COc1ccc([C@H]2C[C@@H](O)[C@H](n3cc(C4CC4)nn3)CN2CC2CCCCC2)cc1 | -4 | 0%
63 | O=C(O)C1CC(Br)C(Br)CC1C(=O)O (stereo unspecified) | -3 | 0%
64 | CCOC(=O)[C@]12Cc3c(cc(OC)c(OC)c3OC)[C@H]1N(C)C(=O)c1ccccc12 | -39 | -6%
65 | COC(=O)[C@]1(Sc2ccc(C)cc2)CC(=O)N[C@@H]1c1ccco1 | 48 | -2%
66 | COc1ccc(C(O)c2nc(-c3ccc4c(c3)OCO4)cs2)cc1 (stereo unspecified) | -28 | -1%
67 | Cc1ccccc1-c1cnc(C(O)c2ccc(C(C)(C)C)cc2)[nH]1 (stereo unspecified) | 1 | 28%
68 | CCOc1cc(/C=C/C(=O)OCC(=O)N(CC)C2CCS(=O)(=O)C2)cc(Cl)c1OC (stereo unspecified) | -19 | 0%
69 | COCCNC(=O)c1ccc(-c2ccc(OC)cc2C)c2ccoc12 | 9 | 0%
70 | COc1ccc(C=C2CCc3ccccc3C2=O)cc1 | 15 | 31%[activator]
71 | CNc1cc(-c2cc(OC)ccc2OC)ncn1 | -29 | -10%
72 | CCNC(=O)C1(C)CCN(C(=O)C(c2ccccc2)c2ccccc2)C1 (stereo unspecified) | -10 | 5%
73 | Cc1ccc(S(=O)(=O)N2CCOCC2)cc1NC(=O)COC(=O)c1ccco1 | 11 | 3%
74 | COc1ccc(S(=O)(=O)N2CCC(C(=O)NCCC(=O)Nc3ccccc3OC)CC2)cc1 | 22 | 22%
75 | Nc1ncc(-c2ccc(-c3ccccc3)cc2F)cc1-c1ccccc1F | -4 | -7%
76 | O=C1NC(Cc2ccc(O)cc2)c2nc3ccc(Cl)cc3c(=O)n2-c2cc3ccccc3cc21 (stereo unspecified) | -106* | -10%
77 | Cc1ccccc1S(=O)(=O)NC(=O)C1(C)CCN1C(=O)CC1CCCC1 (stereo unspecified) | 1 | -3%
78 | O=C(c1ccc2c(c1)CCC2)N1CCN(Cc2ccccc2)CC1 | -11 | -3%
79 | CC1(C(=O)NCc2cccc(C(F)(F)F)c2)CCN1Cc1ccc2ccccc2c1 (stereo unspecified) | -72* | -2%
80 | CNc1ccc(-c2cc(OC)ccc2OC)cn1 | 5 | -2%
81 | Cc1ccc([C@H]2N[C@]3(CCCN(Cc4ccc(Cl)cc4)C3=O)[C@H]3C(=O)N(C)C(=O)[C@@H]23)cc1 | -18 | 16%
82 | COc1ccccc1-c1cnc(C(O)c2ccc(Cl)cc2)[nH]1 (stereo unspecified) | 0 | 0%
83 | Cc1ccc(S(=O)(=O)N2C[C@@H](C)[C@]3(C2)[C@H](O)[C@H](OC(=O)NC2CC2)C[C@H]2C(=O)N(c4ccccc4)C(=O)[C@H]23)cc1 | -4 | -20%
84 | CC1(C(=O)Nc2ccc3c(c2)OCCO3)CCC(=O)N1CCOc1ccccc1 (stereo unspecified) | -8 | 15%
85 | O=C1NC[C@@H](CCCCN2C[C@H](Cc3ccccc3)N(CCc3ccc(O)cc3)C(=O)C2=O)N(CC2CCCCC2)C1=O | -13 | 5%
86 | CC1(C(=O)O)CCCN(C(=O)C2(c3ccc(Cl)cc3)CCCC2)C1 (stereo unspecified) | 10 | -4%
87 | CC(=O)Nc1ccc(NC(=O)c2ccc(-c3c(C)noc3C)c3ccoc23)cc1 | 50 | -1%
88 | COCCCN1C(=O)C(CC(=O)NCCCCc2ccccc2)CC(C(=O)N(C(C)C)C(C)C)=C1C (stereo unspecified) | -14 | 4%
89 | Cc1ccc(CN2C(=O)CCC2(C)c2nnnn2-c2ccc3c(c2)OCCO3)cc1 (stereo unspecified) | 10 | 3%
90 | Cc1cccc(C)c1NC(=O)C(c1ccccc1)N1CCC(c2ccccc2)CC1 (stereo unspecified) | -20 | -1%
91 | COC1=Nc2ccccc2N2CCN=C12 | 23 | 25%
92 | O=C(Nc1ccc([N+](=O)[O-])cc1)C(c1ccccc1)c1ccccc1 | -10 | -5%
93 | O=C(NCCO)c1cccc(-c2cnc3cccnn23)c1 | 7 | -1%
94 | CC(O)(c1cccc(F)c1)c1nc(-c2ccc(Cl)cc2)cs1 (stereo unspecified) | 19 | -2%

Compound activity (PubChem BioAssay)
